Assay outcomes (PubChem BioAssay)
IDH1 R132H inh – blocks human mutant IDH1 R132H enzyme; O75874; Potency, µM (doses to about 76.6 µM), for inactives: top-dose activity change, negative = inhibition, hits mostly inhibitors; 0.093% of 390,000 active; AID 602179; IDH1-R132H enzyme, NADPH consumption, diaphorase/resazurin fluorescence; note: potency is the fitted concentration of half-maximal effect; % is set by controls: 0 for no effect and ±100 for the full control effect; nearly all actives have a fitted effect of over 65% in size
Target sequence (O75874 whole entry R132H, stated change not applied): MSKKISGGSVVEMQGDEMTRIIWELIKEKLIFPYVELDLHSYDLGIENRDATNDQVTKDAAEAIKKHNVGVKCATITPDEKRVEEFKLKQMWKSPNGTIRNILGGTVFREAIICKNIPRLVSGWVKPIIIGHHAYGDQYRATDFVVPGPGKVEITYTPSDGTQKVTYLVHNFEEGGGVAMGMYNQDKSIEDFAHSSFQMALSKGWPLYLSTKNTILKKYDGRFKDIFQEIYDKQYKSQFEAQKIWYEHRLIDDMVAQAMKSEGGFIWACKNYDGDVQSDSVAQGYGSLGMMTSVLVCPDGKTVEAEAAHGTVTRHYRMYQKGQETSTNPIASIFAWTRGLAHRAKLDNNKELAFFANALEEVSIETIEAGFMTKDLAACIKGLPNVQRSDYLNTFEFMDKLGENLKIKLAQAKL
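IDH1-R132H (0.5 ug/mL dispensed) in pH 7.5 Tris buffer was preincubated 30 min with compound, then given a substrate mix of 0.016 mM NADPH and 2 mM alpha-KG for 80 min at room temperature; remaining NADPH was read by diaphorase/resazurin fluorescence.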
PI4K2A inh – blocks human PI4K2A kinase activity. purified PI4K2A, ADP-Glo luminescence, 1 h; stronger effect = lower value. AID 1346378. 0.13% of 420,000 active. activity change, negative = inhibition, % at 76.9 µM. Q9BTU6; in the data active = activity change below about -50%; inconclusive = mostly about -30% to -49%;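 note: -100% = wells without enzyme as full effect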
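Compounds are screened against recombinant PI4K2A using PI as substrate and ATP, the latter dispensed at 300 microM. Reactions run one hour at ambient temperature before ADP-Glo detection; full inhibition defined by wells lacking enzyme.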
HP1b binding inh – blocks HP1-beta chromodomain binding to methylated histone tails | P83916 | AlphaScreen HP1-beta / biotin-H3K9me3 peptide binding | Potency, µM (highest dose often 114 µM), without a hit: top-dose activity change, negative = inhibition, hits mostly inhibitors | 0.56% of 390,000 active | AID 540317; note: potency is the fitted concentration of half-maximal effect; nearly all actives have a fitted effect of over 70% in size; inactives centre near 23
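HP1-beta protein (50 nM final) preincubated 30 min at room temperature with biotinylated H3(1-18)K9me3 peptide (50 nM) in PBS pH 7.4, 0.01% Tween-20, then compound added for 30 min. AlphaScreen streptavidin donor/nickel chelate acceptor beads (10 ug/mL final), 30 min dark, luminescence read.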
USP1-UAF1 inh – USP1/UAF1 (human) deubiquitinase inhibition. recombinant USP1/UAF1, Ub-Rhodamine cleavage fluorescence. Potency, µM (highest dose often 57.1 µM), without a hit: top-dose activity change, negative = inhibition, hits mostly inhibitors. 0.23% of 390,000 active; note: potency is the fitted concentration of half-maximal effect; % is set by controls: 0 for no effect and ±100 for the full control effect; nearly all actives have a fitted effect of over 60% in size; inactives centre near -12
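High-throughput fluorogenic screen: 1nM USP1/UAF1 complex, Ub-Rho substrate 150nM final, 50mM HEPES pH 7.8 with 0.5mM EDTA, 0.1 mg/ml BSA, 1mM TCEP and 0.01% Tween-20.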
GLS inhibitor – glutaminase GLS (human) inhibition; O94925; GLS enzymatic activity, qHTS titration; Potency, µM (highest dose often 45.5 µM), inactives show at the top dose activity change, negative = inhibition, usual class: inhibitors; 0.21% of 410,000 active; note: potency is the fitted concentration of half-maximal effect; % is set by controls: 0 for no effect and ±100 for the full control effect
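Two-point fluorescence kinetic (t0, 30 min RT) for hKGA; glutamate detected via glutamate oxidase–HRP–Amplex Red. Substrate: 1 mM L-glutamine solution; buffer 45 mM KH2PO4, pH 8.2.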
Pin1 inhibitor – blocks the human prolyl isomerase Pin1; AID 504891; Pin1 FP peptide displacement, HiFluor488, 10 min; Potency, µM (highest dose often 115 µM), without a hit: top-dose activity, negative = inhibition, usual class: inhibitors; 0.009% of 390,000 active; Q13526; active = well fitted inhibition curve with a large enough effect in the polarisation, with a control signal flat, not every such curve was filed as active; inconclusive = small, poorly fitted or top-dose-only effect, or effect the other way, or a change in a side signal; inactive = no such curve, though single readings can be large or run the other way; the % refers to the polarisation; note: potency is the fitted concentration of half-maximal effect; % is set by controls: 0 for no effect and ±100 for the full control effect
Target sequence (Q13526 whole entry, looked up): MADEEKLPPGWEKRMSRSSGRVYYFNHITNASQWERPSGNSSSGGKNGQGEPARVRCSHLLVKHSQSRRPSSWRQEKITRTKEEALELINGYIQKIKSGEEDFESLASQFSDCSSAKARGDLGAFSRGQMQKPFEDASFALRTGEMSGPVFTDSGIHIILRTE
TrxR1 substrate – substrates of rat thioredoxin reductase 1 | AID 588456 | Potency, µM (doses to about 114 µM), for the others: top-dose activity change, negative = substrate turnover | O89049 | purified TrxR1 substrate turnover, NADPH consumption readout | 0.01% of 390,000 active; note: potency is the fitted concentration of half-maximal effect; % is set by controls: 0 for no effect and ±100 for the full control effect; nearly all actives have a fitted effect of over 50% in size
Target sequence (O89049 whole entry, looked up): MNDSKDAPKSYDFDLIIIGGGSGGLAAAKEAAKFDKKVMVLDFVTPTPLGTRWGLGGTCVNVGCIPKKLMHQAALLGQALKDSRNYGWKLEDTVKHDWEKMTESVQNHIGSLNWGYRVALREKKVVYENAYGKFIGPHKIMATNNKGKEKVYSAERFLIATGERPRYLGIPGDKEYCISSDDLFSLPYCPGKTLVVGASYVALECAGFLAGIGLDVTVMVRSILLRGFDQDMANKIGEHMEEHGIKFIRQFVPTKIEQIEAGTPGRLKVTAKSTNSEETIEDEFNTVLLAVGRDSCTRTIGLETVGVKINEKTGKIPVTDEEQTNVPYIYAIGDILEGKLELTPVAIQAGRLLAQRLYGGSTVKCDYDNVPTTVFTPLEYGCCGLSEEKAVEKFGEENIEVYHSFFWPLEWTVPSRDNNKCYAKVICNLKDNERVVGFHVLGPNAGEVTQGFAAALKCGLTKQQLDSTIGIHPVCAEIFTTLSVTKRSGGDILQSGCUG
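Rat TrxR1, dispensed at 90 nM, was prereduced with 400 uM NADPH (final) for 5 min at ~22 deg C, then incubated with compound 15 min before 400 uM selenite. A first-read NADPH fluorescence drop versus no-compound background flagged substrates.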
TrxR1 inh – blocks rat thioredoxin reductase 1 | Potency, µM (top dose mostly 114 µM), for the others: at the highest dose activity change, negative = inhibition, actives largely listed as inhibitors | 1% of 390,000 active | O89049 | recombinant rTrxR1, NADPH fluorescence consumption, selenite substrate | AID 588453; note: potency is the fitted concentration of half-maximal effect; % is set by controls: 0 for no effect and ±100 for the full control effect; nearly all actives have a fitted effect of over 65% in size
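Rat TrxR1 (90 nM in the dispensed reagent) was pre-reduced with 400 uM NADPH for 5 min at room temperature, then incubated with compound for 15 min. After 400 uM selenite was added, NADPH fluorescence (Ex 340/Em 450 nm) was followed for 8 min.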
Tb PGK inh – inhibitors of T. brucei phosphoglycerate kinase | Potency, µM (series often up to 57.5 µM), without a hit: top-dose activity change, negative = inhibition, usual class: inhibitors | 0.043% of 380,000 active | PGK/GAPDH coupled, Kinase-Glo luminescence, 60 min | P07378; note: potency is the fitted concentration of half-maximal effect; % is set by controls: 0 for no effect and ±100 for the full control effect; nearly all actives have a fitted effect of over 60% in size
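Luminescent ATP detection (Kinase-Glo Plus) follows a 60-minute room-temperature incubation, with wells lacking PGK as controls. Buffer: 100 mM TEA (pH 7.6), 5 mM MgCl2, 0.01% Tween-20. Coupling enzyme GAPDH (100 nM final) supplies unstable 1,3-BPG in-well.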
* hit, by the source's call; i = inactive; ? = inconclusive; nt = no result given; & = joins results of further samples; [ ] = dose if it differs, or a comment. Unless noted, calls come from the whole dose curve; as a rule, active = well fitted curve in the direction sought with a large enough effect; inconclusive = small, poorly fitted or top-dose-only effect, or another doubt; inactive = no such curve, though single readings can be large; an effect the other way counts as inactive or inconclusive. These rows are one share of the data; the hit share may differ from the screen's.

compound	USP1-UAF1 inh	TrxR1 inh	IDH1 R132H inh	Pin1 inhibitor	TrxR1 substrate	GLS inhibitor	Tb PGK inh	PI4K2A inh	HP1b binding inh
Cn1c(=O)[nH]c2nnc(-c3ccc(Cl)c(Cl)c3)nc2c1=O	?	16%[57.1 µM]	1%	-2%	21%[57.1 µM]	5%	-2%	-2	3%
O=C(CN1CCOCC1)NC1C2CC3CC(C2)CC1C3 (centres undefined)	-10%	-5%	17%	-5%	-6%	21%	4%	1	34%
COc1ccc(CC(=O)Nc2ccccc2NC(=O)Cc2ccc(OC)cc2)cc1	-19%	11%	6%	24%	5%	-1%	-2%	4	24%
COc1cccc(NC(=O)CSc2nc3c(oc4ccccc43)c(=O)n2Cc2ccco2)c1	-17%	-8%	-13%	27%	-6%	-13%	i	5	23%
COc1ccccc1N1CCN(Cc2cc(=O)c(OCC(=O)Nc3ccccc3)co2)CC1	1%	6%	-5%	-6%	-3%	12%	-3%	8	29%
CC(C)(C)NC(=O)CCN(/N=C/c1ccccc1F)C1=NS(=O)(=O)c2ccccc21	-21%	-15%	-3%	-3%	-9%[57.1 µM]	14%	16%	-3	3%
Cc1ccc(C(=O)C2CCN(CC(=O)N3CCN(c4ccc(F)cc4)CC3)CC2)cc1	-30%	17%	7%	1%	5%	13%	2%	4	4%
Cc1ccc(NC(=O)CNc2cccc(Br)c2)cc1S(=O)(=O)N1CCOCC1	-18%	15%	-10%	27%	2%	11%	-1%	-1	20%
CCOC(=O)c1c(C)c(-c2ccccc2)n(CC(=O)NC(CC)Cc2ccccc2)c1C (centres undefined)	-15%	-1%	11%	4%	-2%	8%	-12%	3	36%
CCCCCCN1C[C@@H](n2cc(C3CC3)nn2)[C@H](O)C[C@@H]1c1ccc(Cl)cc1	-24%	nt	12%	nt	nt	-2%	-8%	-1	nt
COc1ccccc1NC(=O)N1CCN(c2ccc3nncn3n2)CC1	-24%	14%	-8%	0%	1%	3%	8%	0	60%[activator]
Cc1ccc(-c2[nH]c3ccccc3c2SCCNC(=O)c2cc3ccccc3oc2=O)cc1	-10%	6%[57.1 µM]	-3%	12%	4%[57.1 µM]	0%	-4%	-1	-2%
O=C(NCc1ccco1)c1ccc2c(c1)N(Cc1ccccc1)C(=O)CS2=O (centres undefined)	-6%	5%[57.1 µM]	-8%	-2%	9%[57.1 µM]	-8%	9%	-3	49%[activator]
CCN(CC)c1ccc(NC(=O)OC)cc1	-10%	-9%	10%	29%	0%	?	4%	0	-29%
CN(C)CCOc1cc(Cl)cc(Cl)c1	-19%	14%	5%	-7%	2%	5%	-4%	-1	57%[activator]
CC(=O)Nc1nonc1-c1nnc(SCC(=O)Nc2cc(C)ccc2C)n1-c1ccccc1	-2%	3%	0%	-11%	-2%	6%	-9%	-1	50%[activator]
COc1ccc2cc(/C=N/NC(=O)CN(c3ccccc3C)S(=O)(=O)c3ccccc3)c(Cl)nc2c1	1%	40%[activator][57.1 µM]	10%	8%	125%[activator][57.1 µM]	7%	-10%	-3	13%
CN(C(=O)COC(=O)c1cccc(NS(=O)(=O)c2ccc(F)c(F)c2)c1)C1CCS(=O)(=O)C1 (centres undefined)	9%	11%	7%	6%	-3%	1%	1%	-5	25%
COc1ccccc1NC(=O)CSc1oc(-c2ccc(F)cc2)nc1S(=O)(=O)c1ccc(Br)cc1	-1%	2%	-5%	-1%	12%[2.29 µM]	5%	11%	2	31%
COC(=O)[C@@H]1CCCN1Cc1nc(Cc2ccc(OC)c(OC)c2)no1	-22%	11%	-1%	-10%	3%	-17%	i	-3	50%[activator]
Cn1ccc2c([N+](=O)[O-])cccc2c1=O	-23%	15%	7%	-3%	0%	1%	-1%	-4	-8%
CCS(=O)(=O)Nc1ccc2[nH]c(=O)[nH]c2c1	-8%	22%[57.1 µM]	-1%	-1%	-7%[57.1 µM]	-1%	-1%	-3	28%
CN1C(=O)/C(=C/c2cccc(Cl)c2)Sc2ccc(C(=O)N3CCOCC3)cc21	-15%	24%	-8%	-3%	0%	-5%	-8%	0	11%
COc1ccc(CNC(=O)Cc2csc3nc(-c4ccc(C)cc4)cn23)cc1	?	-5%[57.1 µM]	-20%	6%	-6%[57.1 µM]	-2%	2%	-1	18%[57 µM]
O=[N+]([O-])c1ccc(O)c(NC(=S)Nc2ccccc2)c1	-19%	?	4%	-2%	-13%	3%	i	3	?
CCOC(=O)c1c(-c2ccccc2)csc1NC(=O)c1ccc(S(=O)(=O)N2CC(C)OC(C)C2)cc1 (centres undefined)	4%	28%	-1%	8%	5%	-9%	2%	1	36%[activator]
Cc1ccc(S(=O)(=O)N2CCOCC2)s1	-12%	3%	-4%	3%	-1%	6%	-3%	0	41%[activator]
COc1ccc(N2CCN(c3ccc4nnc(CCC(=O)Nc5ccc(C)cc5)n4n3)CC2)cc1	-4%	27%[57.1 µM]	-6%	0%	-12%	25%	i	-4	?
O=C(c1c(F)cccc1F)N(Cc1cccs1)C1CCCC1	-16%	16%	0%	2%	1%	-3%	6%	3	51%[activator]
O=C(Cn1c(NCCCCl)nc2ccccc21)c1ccccc1	-13%	14%	-8%	0%	4%	17%	-1%	-8	11%
CCOC(=O)N1CCN(c2c(N3CCc4ccccc4C3)c(=O)c2=O)CC1	-12%	13%	-2%	3%	0%	-3%	-1%	0	17%
O=c1ccc(-c2ccccc2)nn1Cc1ccc(F)cc1Cl	?	33%&14%	0%&20%	-3%&-1%	8%&4%	-4%&0%	0%&8%	-1&-14	122%&91%[activator]
Cc1ccc(OC(=O)c2ccccc2P(=O)(O)O)cc1	5%	12%	6%	0%	11%	29%	0%	-1	16%
Cc1c(C(=O)NC2CCCCC2C)oc2ccccc12 (centres undefined)	-16%	17%	-3%	-6%	4%	1%	2%	0	55%[activator]
O=C(O)c1ccc(/C=N/NC(=S)NC2CCCCC2)cc1	-8%	5%[57.1 µM]	-2%	-6%	0%[57.1 µM]	-1%	5%	2	38%
CCOc1ccc(C(=O)COC(=O)CN2C(=O)NC3(CCCCC3C)C2=O)cc1 (centres undefined)	-4%	1%	9%	-8%	-4%	6%	2%	-1	18%
O=C(CCC(=O)Nc1ccc(Br)cc1)N/N=C/c1ccc(F)cc1	-1%	33%	4%	1%	0%	-3%	nt	0	29%
COc1ccc(CN2CCN(Cc3ccccc3F)CC2)c(OC)c1	-15%	1%[57.1 µM]	-1%	-4%	9%[57.1 µM]	-2%	0%	1	?
Cc1nn(-c2ccccc2)c(C)c1/C=N/NC(=O)CSc1nnc(SCc2ccccc2Cl)s1	-13%	-26%	5%	-3%	3%	16%	i	-1	31%
CCOC(=O)N1CCN(C(=O)c2ccc(S(=O)(=O)c3ccc(C)cc3)c(NC(C)=O)c2)CC1	-2%	15%	-2%	-2%	5%	-2%	4%	-4	23%

Reprinted from the part before: 3 entries, then new ones.
compound	USP1-UAF1 inh	TrxR1 inh	IDH1 R132H inh	Pin1 inhibitor	TrxR1 substrate	GLS inhibitor	Tb PGK inh	PI4K2A inh	HP1b binding inh
COc1ccc(CN2CCN(Cc3ccccc3F)CC2)c(OC)c1	-15%	1%[57.1 µM]	-1%	-4%	9%[57.1 µM]	-2%	0%	1	?
Cc1nn(-c2ccccc2)c(C)c1/C=N/NC(=O)CSc1nnc(SCc2ccccc2Cl)s1	-13%	-26%	5%	-3%	3%	16%	i	-1	31%
CCOC(=O)N1CCN(C(=O)c2ccc(S(=O)(=O)c3ccc(C)cc3)c(NC(C)=O)c2)CC1	-2%	15%	-2%	-2%	5%	-2%	4%	-4	23%
COc1ccccc1NC(=S)NC(=O)C1CC1	-18%	-17%	4%	4%	-1%	1%	i	-4	49%[activator]
O=C(CC(C(=O)O)C1CCCO1)NCc1ccccc1 (centres undefined)	5%	-3%	3%	-4%	-2%	-7%	3%	4	-2%
Cc1cc(Cl)ccc1OCC(=O)OCC(=O)N1CCC(C(N)=O)CC1	2%	6%	-9%	-5%	4%	6%	2%	-19	33%[activator]
Cc1cccc(NC(=O)c2oc3ccccc3c2NC(=O)c2cc(=O)c3ccc(C)cc3o2)c1	-7%	16%	0%	?	3%	-2%	-5%	-3	-1%
O=C(NCc1ccccc1C(F)(F)F)C1CCC(=O)N(C2CC2)C1 (centres undefined)	-6%	24%	2%	4%	3%	-16%	-3%	2	44%[activator]

Retrieved by structure from the list above, 2 records:
compound	USP1-UAF1 inh	TrxR1 inh	IDH1 R132H inh	Pin1 inhibitor	TrxR1 substrate	GLS inhibitor	Tb PGK inh	PI4K2A inh	HP1b binding inh
Cc1cccc(NC(=O)c2oc3ccccc3c2NC(=O)c2cc(=O)c3ccc(C)cc3o2)c1	-7%	16%	0%	?	3%	-2%	-5%	-3	-1%
Cc1cc(Cl)ccc1OCC(=O)OCC(=O)N1CCC(C(N)=O)CC1	2%	6%	-9%	-5%	4%	6%	2%	-19	33%[activator]
